Assay outcomes deposited in PubChem BioAssay by National Center for Advancing Translational Sciences (NCATS).
A549 tox – counter-screen for Nrf2 inhibitors: cytotoxicity in A549 cells; A549 ARE-Fluc cells, CellTiter-Fluor viability, 18-24 h; Potency, µM (doses to about 46 µM), for inactives: at the highest dose activity change, negative = cytotoxicity, actives largely listed as inhibitors; hit rate 0.16% among 390,000; AID 504648; also: potency is read from the fitted curve at half-maximal effect; % is scaled to controls: 0 for no effect and ±100 for the full control effect
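A549 ARE-Fluc cells in 5% FBS OPTI-MEM, 5000 cells/well, rested 2 h then exposed to compounds in concentration-response for 18-24 h at 37 °C. Viability by CellTiter-Fluor fluorescence (Ex 405/Em 525) after 30 min; luciferase luminescence (BugLite, 15 min, RT) read afterwards.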
IL-2 act – IL-2 activation; hit rate 0.065% among 360,000; IL-2 activation reporter assay, cell-based qHTS; stimulated with anti-CD3/CD4/CD28 beads; in transgenic mouse T cells; activation, % (series mostly up to about 46 µM); AID 652025; in the data active = activation above about 50%; inconclusive = mostly about 30% to 49%; also: 0% is about no effect
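Unstimulated transgenic mouse T cells, 750 per well, received compound and, after 60 minutes, anti-CD3/anti-CD4 bead plus anti-CD28 stimulation. EGFP and DsRed were quantified after 18 hours.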
Nrf2 inh – inhibitors of Nrf2 signaling; Potency, µM (doses to about 46 µM), inactives show at the highest dose activity change, negative = inhibition, actives largely listed as inhibitors; hit rate 2.1% among 360,000; A549 ARE-Fluc reporter, luciferase luminescence, 18-24 h; also: potency is read from the fitted curve at half-maximal effect; % is scaled to controls: 0 for no effect and ±100 for the full control effect; nearly all actives have a fitted effect of over 60% in size
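A549 ARE_Fluc cells (5000/well, 5% FBS OPTI-MEM) pre-incubated 2 h, then treated with compounds 18-24 h at 37C/5% CO2 in concentration-response. CellTiter-Fluor viability read first; BugLite luciferase luminescence after 15 min at room temperature gives Nrf2 activity.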
S2 tox – cell viability loss in ATXN counter-screen; AID 651635; hit rate 0.49% among 400,000; Potency, µM (titrated, usually from 56.7 µM), most hits filed as cytotoxic; S2 cells (HEK-293 line with an ATXN2-luciferase reporter) viability, CellTiter-Fluor protease fluorescence, 24 h; also: potency is read from the fitted curve at half-maximal effect; nearly all actives have a fitted effect of over 40% in size
HepG2 viability – kills HepG2 cells in TGF-b inhibitor counter-screen | HepG2 CAGA-GFP viability, ATP luminescence, 18 h | Potency, µM (highest dose often 46.1 µM), inactives show top-dose activity change, negative = cytotoxicity, hits mostly cytotoxic | hit rate 0.76% among 410,000; also: potency is read from the fitted curve at half-maximal effect; some results filed as inactive show a strong effect at the top dose
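CellTiter-Glo luminescence gave cytotoxicity after 18 hours at 37 degrees C. The cells were HepG2 CAGA-GFP in 1% FBS DMEM, stimulated with 500 pg/mL TGF-beta after compound addition. %Activity was normalised to no-cell wells (complete cell-killing) and DMSO (no toxicity), and curves were fitted and classified.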
TGFb inhibitor – inhibitors of TGF-b signaling | hit rate 1.2% among 410,000 | AID 588855 | HepG2 CAGA-GFP TGF-b/SMAD3 reporter, GFP fluorescence, 18 h; TGF-beta stimulated, 500 pg/mL final | Potency, µM (series often up to 46.1 µM), for inactives: at the top dose activity, negative = inhibition, actives largely listed as inhibitors; also: potency is read from the fitted curve at half-maximal effect; % is scaled to controls: 0 for no effect and ±100 for the full control effect; nearly all actives have a fitted effect of over 65% in size
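Inhibition was scored as loss of TGF-beta-induced (500 pg/mL final, 18 hours, 37 degrees C) GFP in HEPG2 cells carrying a CAGA-GFP reporter, in DMEM with 1% FBS. Well GFP was summed per cell; Activity was normalised to unstimulated and stimulated DMSO wells, then concentration-response fitting.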
Nrf2 ARE act – activators of Nrf2 (ARE) signaling. AREc32 ARE-luciferase reporter (MCF7-derived line), luminescence, 24 h. Potency, µM (top dose mostly 46.1 µM), inactives show top-dose activation, usual class: activators. hit rate 0.31% among 410,000. AID 624171; also: potency is read from the fitted curve at half-maximal effect; % of control where 0% means no effect; nearly all actives have a fitted effect of over 65% in size
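Each well held 1000 AREc32 cells, which were incubated with compound for 24 hr at 37 deg C after overnight attachment, and ARE reporter activity was quantified by firefly luciferase luminescence.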
ATXN2 expr inh – reduces ATXN2 reporter expression in HEK-293 cells; HEK-293 ATXN2-luciferase reporter, luminescence, 24 h; Potency, µM (titrated, usually from 57 µM), inactives show at the top dose activity change, negative = inhibition, usual class: inhibitors; hit rate 0.72% among 360,000; AID 1745845; also: potency is read from the fitted curve at half-maximal effect; % is scaled to controls: 0 for no effect and ±100 for the full control effect; nearly all actives have a fitted effect of over 55% in size
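qHTS (up to 57 uM final) was run with 24 h compound exposure of reporter cells at 37 °C. Each well was multiplexed: SteadyGlo luminescence measured ATXN2-luciferase expression after a fluorogenic Gly-Phe-AFC viability readout (25 uM final).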
EPAC2 agonist – EPAC2 (human) agonism | Potency, µM (series often up to 154 µM), for the others: at the top dose activation, most hits filed as activators | EPAC2 activation, biochemical qHTS; response scale: 100% = 6.5 mM cAMP response | AID 720711 | hit rate 0.079% among 360,000; also: potency is read from the fitted curve at half-maximal effect; nearly all actives have a fitted effect of over 50% in size
Target sequence (Q8WZA2 whole entry, looked up): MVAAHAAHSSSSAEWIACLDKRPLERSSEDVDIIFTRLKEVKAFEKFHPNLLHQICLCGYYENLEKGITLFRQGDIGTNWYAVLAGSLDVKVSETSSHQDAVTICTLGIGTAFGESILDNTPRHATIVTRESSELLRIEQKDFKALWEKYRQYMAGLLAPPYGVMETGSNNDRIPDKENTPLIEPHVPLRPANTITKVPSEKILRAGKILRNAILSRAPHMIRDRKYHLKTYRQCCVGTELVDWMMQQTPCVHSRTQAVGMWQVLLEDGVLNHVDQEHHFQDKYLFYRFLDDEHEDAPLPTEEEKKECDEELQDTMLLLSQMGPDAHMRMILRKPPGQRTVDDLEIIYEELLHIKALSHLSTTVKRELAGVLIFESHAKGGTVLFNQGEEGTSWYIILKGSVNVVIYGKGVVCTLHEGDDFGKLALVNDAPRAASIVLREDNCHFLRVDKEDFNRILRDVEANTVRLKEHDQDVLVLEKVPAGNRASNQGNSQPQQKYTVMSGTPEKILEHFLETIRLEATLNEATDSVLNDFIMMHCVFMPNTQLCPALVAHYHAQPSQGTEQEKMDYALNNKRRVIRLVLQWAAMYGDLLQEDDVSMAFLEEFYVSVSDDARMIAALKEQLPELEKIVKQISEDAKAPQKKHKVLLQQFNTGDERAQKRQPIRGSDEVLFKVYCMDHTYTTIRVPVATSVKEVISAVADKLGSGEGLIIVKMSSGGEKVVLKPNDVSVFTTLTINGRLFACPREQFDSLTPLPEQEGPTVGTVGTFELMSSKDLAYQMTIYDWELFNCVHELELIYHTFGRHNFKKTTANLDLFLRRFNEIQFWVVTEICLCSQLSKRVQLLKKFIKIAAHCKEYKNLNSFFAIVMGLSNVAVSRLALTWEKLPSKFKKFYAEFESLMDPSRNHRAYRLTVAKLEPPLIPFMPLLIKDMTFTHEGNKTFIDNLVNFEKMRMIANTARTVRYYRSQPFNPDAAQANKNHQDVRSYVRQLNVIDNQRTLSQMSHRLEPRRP
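Setup: EPAC2 100 nM, labeled Rap1B complex 250 nM, free GDP 50 uM. Compound titrations pinned in, brief spin, 5 min room temperature incubation. Kinetic fluorescence read over 30 min, normalized to 6.5 mM cAMP.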
Numbers without * were called inactive; i = inactive; u = inconclusive; x = no result given; [ ] = remark or other dose. Unless noted, calls follow the shape of the dose curve; as a rule, active = well fitted curve in the direction sought with a large enough effect; inconclusive = small, poorly fitted or top-dose-only effect, or another doubt; inactive = no such curve, though single readings can be large; an effect the other way counts as inactive or inconclusive.

SMILES	A549 tox	IL-2 act	Nrf2 inh	S2 tox	HepG2 viability	TGFb inhibitor	Nrf2 ARE act	ATXN2 expr inh	EPAC2 agonist
CC(C)(C)C1CCc2c(sc3c2C(=O)NC(c2ccco2)N3)C1 (configuration not stated)	0%	-1.1	u	i	-34%	u	4.9%	33%[activator]	6%
O=C(C(=O)N1CCOCC1)c1cn(CCOc2ccccc2)c2ccccc12	0%	-0.8	2%	u	-12%	2%	0.4%	-10%[2.22 µM]	3%
C=CCN(c1ccccc1C(=O)O)S(=O)(=O)/C=C/c1ccccc1	0%	0.2	-4%	i	-1%	20%	-0.2%	-11%	-23%
O=C(CSCc1c(Cl)cccc1Cl)N1CCOCC1	1%	-2.6	u	i	4%	0%	-0.7%	24%	2%
COc1ccccc1-c1c(C)oc2cc(OCC(=O)OCc3ccccc3)ccc2c1=O	1%	-2.2	15%	i	6%	0%	0.1%	0%	2%
CC(=O)N1N=C(c2cccs2)CC1c1cccc([N+](=O)[O-])c1 (configuration not stated)	11%	0.9	-21%	i	-51%	-23%	7.8%	x	2%
CCn1c2ccccc2c2cc(NC(=O)c3cccc(OC)c3)ccc21	-11%	0.8	x	i	7%	11%	-0.9%	22%	4%
CCO[C@@H]1OC(C(=O)NCc2nc3ccccc3[nH]2)=C[C@H](C)[C@H]1CCCO	3%	-0.7	-7%	i	-10%	-7%	-0.6%	9%	4%
NC(=O)C1CCN(c2nc(-c3cccc(Cl)c3)cs2)CC1	0%	-1.1	5%	i	6.3µM*	u	-0.2%	4%	7%
Cc1cccc(NC(=O)NC2COc3ccccc3C2)c1C (configuration not stated)	17%	x	x	x	3%	42%[activator]	0.0%	x	x
CC(=O)Nc1ccccc1NS(=O)(=O)c1ccccc1NO	-4%	x	u	x	-14%	u	x	x	x
CC(C)COC(=O)N1CCCCC1c1cc(C(=O)NCc2ccc(F)cc2)no1 (configuration not stated)	x	-0.8	x	u	-5%	-2%	0.1%[9.22 µM]	-16%	7%
Cc1noc(C)c1CSCC(=O)OCC(=O)NC1CCCCC1	-4%	2.5	8%	i	-4%	3%	-0.3%	14%	-2%
Cc1cccc(C(=O)N2CCC(N3CCN(Cc4ccc(F)cc4)C(=O)C3=O)CC2)c1	21%	x	0%	i	-3%	u	-0.6%	2%	x
Cn1c2c(c(=O)n(C)c1=O)C(c1ccc(C(F)(F)F)cc1)CC(=O)N2 (configuration not stated)	5%	1.2	14%	i	-13%	-26%	1.9%	-3%	-3%
C=CCn1cc(C(=O)OC)c(=O)c2cc(S(=O)(=O)N3CCC(C)CC3)ccc21	14%	0.0	2%	i	-49%	-3%	0.2%	-3%	9%
CCOC(=O)Cn1nnnc1C(C(C)C)N(Cc1cc2c(C)cc(C)cc2[nH]c1=O)C1CCCC1 (configuration not stated)	u	-0.6	x	u	3%	11%	0.2%	u	-3%
CC1CCCC(NC(=O)COC(=O)c2cc3ccccc3oc2=O)C1C (configuration not stated)	0%	-4.1	2%	i	-25%	2%	15%	48%[activator]	-7%
Oc1ccc(C=Nc2ccc(N3CCOCC3)cc2)c(O)c1	-9%	2.1	-25%	i	-3%	-37%	3.3%	1%	-5%
Cc1ccc(Cl)cc1N1CCN(CCNC(=O)Nc2ccccc2Cl)CC1	1%	x	u	i	6%	7%	-1.3%	-7%	x
CC(=O)Nc1ccc(NC(=O)C2(c3cccs3)CCOCC2)cc1	11%	x	x	x	0%	0%	0.0%	x	x
CC(C)(C)OC(=O)N(CCc1ccccc1)Cc1cccc(OCc2cccc(NC(=O)c3ccccc3)c2)c1	0%	0.4	-16%	i	-19%	7%	1.1%	4%	17%
O=C(CSc1ccccn1)Nc1ccc(Cl)cn1	1%	-3.3	2%	i	1%	-15%	-0.9%	10%	6%
COc1ccc(NC(=O)CCCc2ccc(OC)c(C)c2)cc1	-1%	-0.7	4%	i	16%	-1%	0.3%	-8%	6%
Cc1ccc(NC(=O)CSc2nc3ccc(NC(=O)COc4ccc(C)cc4)cc3s2)cc1	0%	x	6%	u	-14%	-2%	0.6%	7%	x
CN(C)C(=O)c1cn(-c2ccccc2)nc1-c1cc2ccccc2oc1=O	-4%	0.0	0%	i	-1%	4%	0.4%	1%	10%
CC(C)(C)NS(=O)(=O)c1ccc(CCC(=O)O)cc1	-2%	-2.0	-22%	i	3%	1%	0.1%	3%	-3%
Cc1cc(C)nc(Nc2nc(C(N)Cc3ccc(C(F)(F)F)cc3)cs2)n1 (configuration not stated)	x	-0.5	x	u	22µM*	u	-2.8%	-21%	-5%
Cn1[nH]c(CSc2ccc(Cl)cc2)cc1=O	13%	-5.5	2%	i	-20%	u	6.5%	-35%	8%
CCOC(=O)C1CCN(C(=O)c2cc(S(=O)(=O)N3CCc4ccccc43)ccc2OC)CC1	-17%	-3.2	5%	i	-22%	-11%	-0.7%	-12%	-2%
COc1ccc(-c2nc3c(=O)n(C)c(=O)nc-3n(C)n2)cc1	1.6µM*	x	1.5µM*	x	0.56µM*	0.35µM*	x	x	x
CC1CCCCC1NC(=S)NC(=O)c1sc2ccccc2c1Cl (configuration not stated)	-6%	1.5	-11%	i	2%	2%	-0.5%	18%	8%
CCc1ccc(NC(=O)Cn2c3[n+](c4c(F)c(F)ccc42)CCCCC3)cc1	-9%	-0.3	u	i	-16%	6%	5.4%	-17%	6%
Cc1ccnc(NS(=O)(=O)c2ccc(N3C(=O)Nc4ccccc4N3O)cc2)c1	1%	-0.4	-15%	i	42%	6%	-0.4%	x	5%
O=C(CSc1nc2c(c(=O)[nH]1)CCC2)Nc1cc(C(F)(F)F)ccc1Cl	10%	x	u	i	-1%	-12%	-0.6%	-4%	x
COc1cccc(Cn2c(=O)n(Cc3ccco3)c(=O)c3oc4ccccc4c32)c1	11%	x	14%	x	-34%	-10%	10%	x	x
CCc1nnc(NC(=O)CSc2nnc(C)c(=O)n2N)s1	1%	-1.4	-5%	i	-17%	-17%	-1.1%	3%	10%
COc1cc(OC)c(NC(=O)CC2SC(N)=NC2=O)cc1Cl (configuration not stated)	x	-2.8	x	i	12%	-1%	0.1%	x	12%
O=C(NCCOC(=O)c1ccc(C(=O)OCCNC(=O)c2cccnc2)s1)c1cccnc1	-7%	1.6	11%	i	3%	0%	-0.9%	-11%	8%
CN1CCN(/N=C/c2ccc(-c3ccc([N+](=O)[O-])cc3Cl)o2)CC1	-14%	-3.2	-6%	x	3%	16%	3.6%	17%	-1%
Cc1ccc(S(=O)(=O)N2[C@@H](c3ccccc3F)C(C(=O)O)=CC[C@H]2c2ccc(Cl)cc2)cc1	-19%	0.6	-3%	i	-2%	u	-0.2%	-6%	-11%
Cc1c(-c2ccn[nH]2)cc(NC(=O)c2ccc(Cl)cc2)c(=O)n1N	-10%	-0.5	u	u	-14%	1%	4.8%	-30%	6%
Cc1oc(C(=O)O)cc1CSCc1cc(C(=O)O)c(C)o1	-10%	1.2	u	i	-17%	19%	-0.1%	1%	0%[15.6 µM]
Cc1c(Cl)cccc1-n1c(SCC(=O)NCc2cccs2)nnc1-c1ccncc1	-4%	0.1	10%	u	2%	0%	0.2%	-2%	8%
Cc1ccccc1CN1CCNC(=O)C1CC(=O)NC1CCCCCCC1 (configuration not stated)	-2%	-2.3	6%	i	7%	0%	-0.6%	3%	-25%
COc1ccc(NC(=O)CSCC(=O)Nc2sccc2C#N)cc1	2%	2.6	10%	i	4%	0%	2.6%	2%	6%
COCCn1c(SCC(=O)NCc2ccco2)nc2cccnc21	-3%	-0.2	6%	i	14%	u	-0.5%	-1%	-4%
COc1cc(Cl)c(C)cc1NC(=O)c1sc2nc3n(c(=O)c2c1C)CCCCC3	-8%	x	u	x	-14%	-1%	18%	x	x
CC(=O)Oc1ccc2c(=O)oc(-c3ccccc3)nc2c1	-4%	-3.1	13%	i	-26%	14%	0.0%	4%	-4%
O=C(N/N=C/c1ccoc1)c1cc(Br)ccc1O	6%	-0.2	13%	i	-7%	18%	9.6%	3%	3%

Whole records as entered above. Order of values: A549 tox, IL-2 act, Nrf2 inh, S2 tox, HepG2 viability, TGFb inhibitor, Nrf2 ARE act, ATXN2 expr inh, EPAC2 agonist
Listed for COc1cc(Cl)c(C)cc1NC(=O)c1sc2nc3n(c(=O)c2c1C)CCCCC3 = -8%, x, u, x, -14%, -1%, 18%, x, x
Listed for Cc1ccccc1CN1CCNC(=O)C1CC(=O)NC1CCCCCCC1 (configuration not stated) = -2%, -2.3, 6%, i, 7%, 0%, -0.6%, 3%, -25%
Listed for CC(=O)Oc1ccc2c(=O)oc(-c3ccccc3)nc2c1 = -4%, -3.1, 13%, i, -26%, 14%, 0.0%, 4%, -4%

Additional structures.
SMILES	A549 tox	IL-2 act	Nrf2 inh	S2 tox	HepG2 viability	TGFb inhibitor	Nrf2 ARE act	ATXN2 expr inh	EPAC2 agonist
CN(C)c1nc(N2CCOCC2)nc(N(c2ccccc2)c2ccccc2)n1	-4%	3.6	19%	i	-1%	1%	0.4%	-30%	-9%
Cc1cccc(NC(=O)Nc2ccccc2)n1	0%	0.1	u	i	-3%	0%	9.0%	57%[activator]	5%
C/C(=N\NC(=O)C(O)c1ccccc1)c1ccc(C)s1 (configuration not stated)	0%	-4.5	22%	i	-23%	23%	-0.7%	26%	6%
CN(CC(=O)NCc1ccc(F)cc1)CC(=O)Nc1ccc(Cl)c(C(F)(F)F)c1	-13%	2.4	u	u	-29%	u	2.2%	u	-4%
COc1cc(NC(=O)c2c(C)oc3ncnc(N4CCCCC4)c23)cc(OC)c1	-5%	x	10%	x	-30%	u	7.7%	x	x
